Assay outcomes (PubChem)
FH mod: Identification of activators of human fumarate hydratase by quantitative high-throughput screening | FH coupled MDH/diaphorase resazurin fluorescence, 15 min | Potency, µM (series often up to 79.9 µM), without a hit: at the top dose activity change, negative = inhibition, hits mostly inhibitors | 54,000 tested, 0.22% active | AID 1347055, 2019; also: potency is read from the fitted curve at half-maximal effect; % is scaled to controls: 0 for no effect and ±100 for the full control effect; the screen sought activators but most active calls are inhibition curves; nearly all actives have a fitted effect of over 45% in size
Target sequence (P07954 whole entry, looked up): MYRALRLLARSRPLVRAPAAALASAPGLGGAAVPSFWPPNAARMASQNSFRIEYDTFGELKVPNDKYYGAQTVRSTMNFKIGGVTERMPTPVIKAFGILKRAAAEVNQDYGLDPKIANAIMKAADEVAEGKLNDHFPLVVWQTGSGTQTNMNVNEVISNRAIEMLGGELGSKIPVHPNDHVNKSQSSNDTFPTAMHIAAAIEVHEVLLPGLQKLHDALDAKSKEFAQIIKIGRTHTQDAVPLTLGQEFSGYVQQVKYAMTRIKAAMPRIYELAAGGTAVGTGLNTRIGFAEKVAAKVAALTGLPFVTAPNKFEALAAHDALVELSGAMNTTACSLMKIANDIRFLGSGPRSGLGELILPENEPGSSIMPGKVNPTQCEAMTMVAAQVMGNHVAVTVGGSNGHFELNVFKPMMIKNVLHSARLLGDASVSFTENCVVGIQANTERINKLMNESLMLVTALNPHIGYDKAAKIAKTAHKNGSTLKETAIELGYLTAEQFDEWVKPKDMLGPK
GALK inhibitor: qHTS Assay for Inhibitors of Human Galactokinase (GALK): NCGC Sytravon Library Screen; Potency, µM (top dose mostly 57.5 µM), inactives show at the highest dose activity, negative = inhibition, hits mostly inhibitors; 44,000 tested, under 10 active; recombinant GALK, Kinase-Glo ATP luminescence, 1 h;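 also: plate controls were full GALK reaction for no effect and reaction lacking GALK for full effect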
Target sequence (P51570 whole entry, looked up): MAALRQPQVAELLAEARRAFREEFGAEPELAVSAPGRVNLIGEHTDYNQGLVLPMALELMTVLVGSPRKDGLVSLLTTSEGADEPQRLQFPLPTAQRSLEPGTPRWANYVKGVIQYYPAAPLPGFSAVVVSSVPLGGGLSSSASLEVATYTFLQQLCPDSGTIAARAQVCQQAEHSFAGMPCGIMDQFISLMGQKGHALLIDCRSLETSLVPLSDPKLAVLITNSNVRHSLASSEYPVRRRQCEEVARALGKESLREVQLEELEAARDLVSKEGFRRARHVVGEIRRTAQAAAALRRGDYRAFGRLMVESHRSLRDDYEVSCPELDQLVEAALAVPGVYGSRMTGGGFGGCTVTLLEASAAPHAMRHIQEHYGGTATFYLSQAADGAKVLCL
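Compounds were pinned into ATP buffer, then GALK-galactose mix was added (final 5 nM enzyme, 35 uM ATP, 100 uM galactose, pH 8.0). After 1 h at room temperature, Kinase-Glo Plus was added and luminescence read.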
p53null 32C kill: qHTS Screen for Compounds that Selectively Target Cancer Cells with p53 Mutations: Cytotoxicity of p53 Null Cells at the Permissive Temperature; 55,000 tested, 0.62% active; Potency, µM (top dose mostly 46.1 µM), without a hit: top-dose activity change, negative = cytotoxicity, usual class: cytotoxic; H1299-neo p53 null cells, ATP luminescence, 24 h, 32C;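 also: potency is read from the fitted curve at half-maximal effect; 0% = DMSO only and -100% = full killing by 100 µM tamoxifen; nearly all actives have a fitted effect of over 55% in size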
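ATP-content luminescence in p53-null H1299-neo cells after 24 h compound exposure (up to 46 uM) at 32C permissive temperature; 0% and 100% killing set by DMSO and 100 uM tamoxifen; Hill-equation AC50.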
TSG101-PTAP inh: qHTS Validation Assay for Inhibitors of HIV-1 Budding by Blocking the Interaction of PTAP/TSG101: Sytravon Library Screen; Fluorescence polarization, FITC-PTAP peptide/Tsg101, 20 min; AID 1347069, 2019; 44,000 tested, under 10 active; Potency, µM (doses to about 115 µM), inactives show at the highest dose activity change, negative = inhibition, usual class: inhibitors; Tumor susceptibility gene 101 protein (Homo sapiens), Q99816; also: potency is read from the fitted curve at half-maximal effect; 0% is about no effect
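Read-out is FITC fluorescence polarization. Compounds were added to Tsg101 binding domain (10 uM final), then FITC-PTAP peptide (50 nM final), 20 min at r.t. Total S+P intensity flags fluorescent compounds.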
B2AR arrestin ag: qHTS assay of beta-arrestin-biased ligands of beta2-adrenergic receptor: NCGC Sytravon Library Screen; HTLA Tango cells, beta-arrestin recruitment, luciferase luminescence, 18 h; Potency, µM (titrated, usually from 46.1 µM), inactives show top-dose activation, most hits filed as activators; 44,000 tested, under 10 active; AID 1347077, 2019;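 also: potency is read from the fitted curve at half-maximal effect; 0% = DMSO and full agonism = EC100 isoproterenol or metaproterenol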
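Tango cells expressing recombinant beta2-AR and beta-arrestin were treated with compounds (up to 46 microM titration) in DMEM with 1% FBS for 18 hr at 37 degrees C. Beta-arrestin recruitment drove tTA-dependent luciferase, read by luminescence; curves were fitted and classed.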
NTMT1 inhibitor: Primary qHTS for Inhibitors of N-terminal methyltransferase 1 (NTMT1): MTaseGlo Assay; NTMT1 MTase-Glo SAH luminescence, purified enzyme; N-terminal Xaa-Pro-Lys N-methyltransferase 1 (Homo sapiens), Q9BV86; 59,000 tested, 2.5% active; Potency, µM (top dose mostly 114 µM), for inactives: top-dose activity change, negative = inhibition, actives largely listed as inhibitors; AID 1645870, 2021;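 also: potency is read from the fitted curve at half-maximal effect; plate controls were DMSO vehicle for no effect and no enzyme for full effect; nearly all actives have a fitted effect of over 65% in size; many of its hits are not listed in these tables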
p53null 39C kill: qHTS Screen for Compounds that Selectively Target Cancer Cells with p53 Mutations: Cytotoxicity of p53 Null Cells at the Nonpermissive Temperature; H1299 p53-null (neo) cells, 39C, ATPlite viability, 24 h; Potency, µM (series often up to 46.1 µM), for inactives: at the highest dose activity, negative = cell killing, hits mostly cytotoxic; 55,000 tested, 0.97% active;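 also: potency is read from the fitted curve at half-maximal effect; 0% = DMSO only and -100% = full killing by 100 µM tamoxifen; nearly all actives have a fitted effect of over 50% in size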
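Luminescent ATP signal reported cell survival after H1299 lines (neo, p53 null; or p53 A138V) received up to 46 uM compound and 24 hr incubation at 39C.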
Starred values were filed as active, the others as inactive; ? = inconclusive; . = not tested or not shown; [ ] = remark or other dose. Calls follow the shape of the dose curve; as a rule, active = well fitted curve in the direction sought with a large enough effect; inconclusive = small, poorly fitted or top-dose-only effect, or another doubt; inactive = no such curve, though single readings can be large; an effect the other way counts as inactive or inconclusive.

Values run as follows: p53null 39C kill, NTMT1 inhibitor, FH mod, B2AR arrestin ag, TSG101-PTAP inh, GALK inhibitor, p53null 32C kill
COc1ccccc1OC(C)C(=O)Nc1cccc(-c2nc3ccccc3s2)c1 (stereo not drawn)
  -2%, ?, ?, -4%, 3%, 0%, -20%
Cc1cccc(CNC(=O)CCCn2c(=O)c3cccn3c3ccc(F)cc32)c1
  188%[activator], 12%, -3%, 0%, 3%, 5%, 3%
CCCOc1ccc(-c2nc(N3CCCCC3)c3ccccc3n2)cc1
  -1%, ., ., 0%, -1%, 33%, -2%
COc1cccc(CNC(=O)N2CCc3c(sc4c3CCCC4)C2c2ccc(F)cc2)c1 (stereo not drawn)
  26%, -1%, -16%, 0%, -4%, 0%, 4%
CCN(CC)S(=O)(=O)c1ccc2c(c1)N(CC(=O)Nc1cccc(C(C)=O)c1)C(=O)CO2
  -4%, 16%, -12%, -1%, -7%, 6%, -2%
CCCCOc1ccc(C(=O)Nc2nnc3n2CCS3)cc1
  ?, 23%, ?, -1%, 3%, 1%, -30%
COc1ccc(-c2cc(C)no2)cc1S(=O)(=O)N1CCN(c2ccccc2F)CC1
  0%, 9%, -15%, 0%, -5%, -1%, 4%
COC(=O)c1ccc(NC(=O)CCNS(=O)(=O)c2cccc3nsnc23)cc1
  16%, -7%, 2%, 1%, -3%, 0%, 9%
CCN(c1cc(C)cc(C)c1)S(=O)(=O)c1nnc(NC(=O)C2CCCCC2)s1
  11%, 10%, -12%, 0%, -1%, 3%, 11%
Cc1ccc(-n2ncc3c(Nc4cccc(C)c4)ncnc32)cc1
  22%, 5%, -18%, 0%, -2%, 0%, -8%
CCOC(=O)c1ccccc1NC(=O)c1cn(CC(C)C)c(=O)c2cc(OC)c(OC)cc12
  -2%, 0%, -21%, 0%, -3%, 5%, 0%
CCCSCCCNC(=O)c1ccc2c(c1)sc1nc(-c3ccc(OCC)cc3)cn12
  -10%, 10%, -3%, 0%, 0%, 2%, 5%
COc1ccc(CCC(=O)NCCc2csc(-c3cccc(F)c3)n2)cc1
  ?, -3%, -6%, -1%, -1%, 0%, -2%
Oc1cccc(Nc2cc(-c3ccccc3)ncn2)c1
  ?, 40µM*, -4%, -3%, -1%, 0%, -28%
Cn1c(=O)oc2cc(S(=O)(=O)N3CCCC(C(=O)Nc4ccc(Br)cc4F)C3)ccc21 (stereo not drawn)
  -7%, 7%, 1%, 0%, 1%, 0%, -7%
O=C(CSC1=Nc2ccccc2N=C(c2ccc(F)cc2)C1)Nc1ccccc1
  -1%, -12%, ?, 3%, -1%, 3%, 19%
COc1ccc(N2C(=O)C(CC(=O)Nc3ccccc3)N(CCC3=CCCCC3)C2=O)cc1 (stereo not drawn)
  -21%, -5%, -11%, 1%, 0%, -2%, -4%
COc1ccccc1CNC(=O)C(C)n1c(=O)cc(C(F)(F)F)c2c(C)nn(C)c21 (stereo not drawn)
  2%, 0%, -8%, 0%, 1%, 3%, 9%
COc1ccc(-c2nc(SCC(=O)Nc3ccc4c(c3)OCCO4)c(-c3ccccc3)[nH]2)cc1
  -11%, -2%, ?, 0%, 0%, 4%, 0%
CCOCCCNC(=O)C1CCN(c2nn3cc(-c4ccc(F)cc4)nc3s2)CC1
  -10%, -3%, -9%, 0%, 0%, 6%, -1%

2 neighbouring entries from above, quoted:
Values run as follows: p53null 39C kill, NTMT1 inhibitor, FH mod, B2AR arrestin ag, TSG101-PTAP inh, GALK inhibitor, p53null 32C kill
COc1ccccc1OC(C)C(=O)Nc1cccc(-c2nc3ccccc3s2)c1 (stereo not drawn)
  -2%, ?, ?, -4%, 3%, 0%, -20%
Cc1cccc(CNC(=O)CCCn2c(=O)c3cccn3c3ccc(F)cc32)c1
  188%[activator], 12%, -3%, 0%, 3%, 5%, 3%

Remaining list, next part
Values run as follows: p53null 39C kill, NTMT1 inhibitor, FH mod, B2AR arrestin ag, TSG101-PTAP inh, GALK inhibitor, p53null 32C kill
O=C(Nc1nnc(S(=O)(=O)N2CCCc3ccccc32)s1)c1cccc(F)c1
  -5%, 19%, -18%, 3%, -3%, 3%, -2%
COc1cc(NC(=O)NC(C)c2c(-n3cccc3)sc3c2CCCC3)cc(OC)c1OC (stereo not drawn)
  5%, -26%, ?, -3%, 2%, -11%, -2%
CCOC(=O)C1CCCN(C(=O)Cn2c(=O)cc(C)c3c(C)nn(C)c32)C1 (stereo not drawn)
  -7%, -6%, 0%, 4%, -2%, -2%, -4%
Cc1cc(C)cc(OCC(=O)N2CCC(c3nc4ccccc4s3)CC2)c1
  -17%, 9%, -17%, -4%, -1%, 1%, 1%
Cc1ccc(-c2nc(S(=O)(=O)c3ccc(C)cc3)c(SCC(=O)c3ccccc3)o2)cc1
  8%, 3%, -2%, 1%, 11%, 0%, -1%
Cc1cc2nc(-c3ccc(OCc4ccccc4C)cc3)cc(C(F)(F)F)n2n1
  -4%, 3%, -10%, 0%, -4%, -14%, 8%
CC(=O)c1cccc(NC(=O)Cn2c(-c3cncs3)nc3ccccc32)c1
  -12%, ., ., 0%, -7%, 0%, -4%
CC(=O)c1ccc(-n2c(CCC(=O)O)ccc2-c2cccs2)cc1
  -13%, ?, -6%, -2%, -1%, 3%, -9%
CCCCn1c(-c2ccc(S(=O)(=O)N3CCOCC3)cc2)csc1=Nc1ccccc1
  18%, -5%, -2%, 1%, 3%, 8%, 9%
CCOc1ccc(C2Nc3ccccc3-c3nnc(SCc4ccccc4)nc3O2)cc1OC (stereo not drawn)
  -3%, 4%, -11%, 0%, -2%, -2%, -5%
COc1ccc(CNC(=O)C2CCN(C(=O)N3CCOc4ccc(Cl)cc43)CC2)cc1
  16%, ?, 0%, 2%, -2%, -1%, 17%
Cc1c(C(=O)NCc2cccc(F)c2)oc2c1-c1[nH]ncc1CC2
  1%, ?, -13%, -1%, 4%, -1%, -3%
COc1ccc(-n2c(-c3ccco3)nc3c(cnn3-c3ccccc3C)c2=O)cc1
  2%, ?, -16%, -1%, -4%, -4%, 7%
Cc1cc(C)n2nc(CNS(=O)(=O)c3ccc(Cl)cc3)nc2n1
  -13%, 9%, 2%, -4%, 1%, 1%, 0%
Cc1nn(C(C)C(=O)NC2CCCCC2)c(=O)c2c1sc1ccccc12 (stereo not drawn)
  13µM*, 1%, 3%, -2%, 0%, -11%, -26%
CCc1cccc(C)c1NC(=O)Cn1ccn(Cc2ccc(Cl)cc2)c(=O)c1=O
  -7%, 3%, 6%, 0%, -2%, 0%, 14%
Cc1cc(C)c(NC(=O)CSc2ncc3c(n2)-c2cc(Cl)ccc2N(C)S3(=O)=O)c(C)c1
  -15%, -1%, 5%, 2%, -2%, 5%, 7%
CCc1c(C)sc2c1CCN(C(=O)Nc1cc(Cl)c(OC)cc1OC)C2c1ccccc1 (stereo not drawn)
  -6%, -7%, -20%, 1%, -2%, -2%, -4%
COc1cccc(C2C=C(c3ccc(C)c(C)c3)Nc3nnnn32)c1OC (stereo not drawn)
  5%, 11%, 4%, 1%, 2%, 2%, ?
CCOC(=O)c1c(C)[nH]c(C)c1S(=O)(=O)N1CCC(C(=O)Nc2ccccn2)CC1
  -4%, 2%, 19%, -1%, -5%, -2%, 0%
CCCCN(C)S(=O)(=O)c1ccc(C(=O)Nc2sc3c(c2C(N)=O)CC(C)(C)NC3(C)C)cc1
  -1%, 4%, 6%, 1%, -2%, 2%, -2%
CCc1ccc(CNC(=O)C2CCCN(c3nnc(C)c4c(C)n(-c5ccc(OC)cc5)nc34)C2)cc1 (stereo not drawn)
  ?, ?, -24%, -1%, 3%, -1%, 25µM*
CS(=O)(=O)c1ccc(-c2nnc(NC(=O)c3ccc4c(c3)OCCO4)o2)cc1
  -24%, 2%, 15%, 0%, 2%, 2%, 6%
COc1cc(Nc2ncnc3onc(-c4ccc(Cl)cc4)c23)cc(OC)c1
  -13%, 6%, -14%, 0%, 1%, 1%, 22%
Cc1ccc2nc(-c3c[nH]c4ccccc34)c(Nc3ccccc3C)n2c1
  ?, -8%, 2%, 1%, -3%, 2%, 1%
CCn1cc(C(=O)NCc2ccccc2Cl)c(=O)c2cc(S(=O)(=O)N3CCCCCC3)ccc21
  -16%, ?, -18%, 1%, -2%, 8%, 1%
O=C1c2ccccc2C(=O)C1(c1ccccc1)N1CCN(c2cccc(C(F)(F)F)c2)CC1
  10%, 7%, -19%, ?, -12%, 3%, -4%
Cc1ccc2nc(-c3ccc(F)cc3)c(NC(C)(C)CC(C)(C)C)n2c1
  1%, -2%, 4%, 0%, -1%, 0%, 18%
COc1ccc(OC)c(NC(=O)Cn2c(=O)n(CC3CCCO3)c(=O)c3cc(OC)c(OC)cc32)c1 (stereo not drawn)
  -11%, -18%, -4%, 1%, 0%, 1%, -7%
COc1cccc(NC(=O)c2oc3ccccc3c2NC(=O)c2cc3ccccc3o2)c1
  ?, 3%, -21%, 1%, -1%, 6%, -9%
Cc1ccc(-n2ncc(C(=O)Nc3ccc4c(c3)OCO4)c2C2CCN(C(=O)OC(C)(C)C)CC2)cc1
  19%, -1%, -39%, 1%, 2%, 5%, 8%
O=C(NCc1cccc(F)c1)C1CCN(c2nc3ccccc3nc2C(F)(F)F)CC1
  1%, -15%, 6%, -1%, 0%, 2%, 5%
O=C(Cn1ncc2ccsc2c1=O)N1CCN(c2ccccc2)CC1
  11%, -2%, -1%, -2%, 1%, 1%, -8%
Cc1ccc(-n2nc(CO)c(C(=O)NCc3cccnc3)n2)cc1C
  ?, -10%, -12%, -2%, 0%, 2%, -1%
COc1ccc(Cn2c(C(=O)O)c(CNCc3cccc(OC)c3)c3ccc(C)cc32)cc1
  ?, 8%, -39%, 0%, 0%, -1%, -3%
CCOc1ccc(-c2ncnn2-c2sc3c(c2C#N)CCCCC3)cc1
  -20%, ?, -6%, 0%, -5%, 0%, -13%
Clc1ccc(CCNC(c2nnc(-c3ccccc3)o2)c2ccccc2Cl)cc1 (stereo not drawn)
  12%, 4%, -11%, -2%, 1%, 4%, 39%[activator]
Fc1ccc(-n2ncc3c(Nc4cccc(Cl)c4)ncnc32)cc1
  17%, -9%, -18%, 1%, 2%, 3%, -3%
Cc1ccc(-n2nc(C)c3c(C)c(CCC(=O)NCc4ccccc4Cl)c(C)nc32)cc1
  -13%, 22%, -4%, -3%, -4%, 7%, -10%
O=C(COCc1cc(-c2ccc(F)cc2)on1)Nc1cc(F)ccc1F
  24%, ?, -16%, 2%, -2%, 6%, 12%
Fc1ccc(CSc2nncn3c2cc2occc23)c(Cl)c1
  ?, -8%, 1%, 1%, 3%, -1%, -12%

Only part of the results is shown. The share of hits here may be higher or lower than overall.
